# Bioassay records deposited in PubChem by Sanford-Burnham Center for Chemical Genomics.
# mouse EphA4 binding: inhibitors of EphA4 binding to KYL peptide, primary screen, biochemical, colorimetric, mouse EphA4 (AID 689); Ephrin type-A receptor 4 (Mus musculus); EphA4-AP binding to KYL peptide, pNPP A405; higher % means a stronger effect; one-dose inhibition, % at 10 µM; IC50 in µM for titrated hits; 62,000 tested, 0.1% active; in the data active = a potency from the dose series; inactive = the rest, 99 in 100 with inhibition below about 22%
# * marks the source's active call; other numbers are inactive results; & = joins results of further samples. An excerpt; rates above refer to the full screens.
Compound	mouse EphA4 binding
N/C(=N\OC(=O)CCc1ccccc1)c1cccc(Br)c1	-12.4%
CN(C)/C=N/c1sc2c(c1C#N)CCC2	-7.4%
CCOC(=O)c1ccc(NC(=O)CSc2nc3c(c(=O)n2C)SC(C)C3)cc1 (centres undefined)	1.5%
CCOC(=O)N1CCC(NC(=O)C(NC(=O)C2CCCCC2)C(C)C)CC1 (centres undefined)	-6.2%
Cc1ccc(NC(=O)c2cc(NC(=O)c3ccccc3)cc(NC(=O)c3ccccc3)c2)cc1	17.5%
Cc1c(N=Cc2ccc(Br)s2)cccc1[N+](=O)[O-]	-9.0%
C1=CC2c3ccccc3NC(c3ccncc3)C2C1 (centres undefined)	-5.3%
CCc1ccc(-c2ncnn2-c2ccc(Cl)cc2)cc1	-9.3%
CCOc1cccc(SCc2noc(C(=O)NCCOC)c2C(=O)O)c1	1.1%
O=C(CN1C(=O)CCC1=O)Nc1ccc2c3c(cccc13)CC2	-10.6%
CC1(C)Cc2c(ccc3ccccc23)/C(=C/C#N)N1	-0.1%
CC(C)=C1C2CCC1C(C(=O)NCc1ccccc1)C2C(=O)O (centres undefined)	-10.1%
Cc1c(NC(=O)CSc2nnnn2-c2ccc(O)cc2)c(=O)n(-c2ccccc2)n1C	-7.2%
COc1ccc(/C(O)=C2/C(=O)C(=O)N(CC3CCCO3)C2c2ccc(OC)c(OC)c2)cc1 (centres undefined)	-2.1%
COc1ccc(N2C(=O)CC(Sc3ncccc3C(=O)O)C2=O)cc1 (centres undefined)	-14.3%
O=C(CSc1nnc(-c2cc3ccccc3cc2O)n1Cc1ccco1)c1ccc(F)cc1	-0.8%
CC1CCN(C(=O)COC(=O)c2n[nH]c3ccccc23)CC1	-13.0%
Cc1ccc2c(C(=O)CN3CCN(C4CCCCC4)CC3)c(C)[nH]c2c1	2.3%
Cc1sc2ncn(CC(=O)N(CC(=O)NC3CCCC3)Cc3cccs3)c(=O)c2c1C	-17.4%
Cc1ccc(C)c(NC(=S)N2CCN(c3cccc(C(F)(F)F)c3)CC2)c1	-16.6%
O=C(CCCN1C(=O)c2cccc3cccc(c23)C1=O)N1CCc2ccccc2C1	-7.6%&-13.0%
CN(CCC#N)c1ncnc2scc(-c3ccccc3)c12	-7.4%
COc1ccc(NC(=O)/C(=C\c2cc(OC)c(OC)cc2[N+](=O)[O-])NC(=O)c2ccccc2)cc1	-20.1%
CC(C)OCCCNC(=O)C1CCC(=O)N1C(C)C (centres undefined)	-3.7%
CCc1ccccc1NC(=O)C1CCCN(S(=O)(=O)c2c(C)noc2C)C1 (centres undefined)	11.7%

# Random excerpt: 3 entries already listed, in no set order.
Compound	mouse EphA4 binding
Cc1ccc2c(C(=O)CN3CCN(C4CCCCC4)CC3)c(C)[nH]c2c1	2.3%
Cc1c(NC(=O)CSc2nnnn2-c2ccc(O)cc2)c(=O)n(-c2ccccc2)n1C	-7.2%
O=C(CN1C(=O)CCC1=O)Nc1ccc2c3c(cccc13)CC2	-10.6%

# Given with each value named: 2 of the compounds above.
CC1(C)Cc2c(ccc3ccccc23)/C(=C/C#N)N1
  mouse EphA4 binding: -0.1%

CC(C)=C1C2CCC1C(C(=O)NCc1ccccc1)C2C(=O)O (centres undefined)
  mouse EphA4 binding: -10.1%

# The list goes on:
Compound	mouse EphA4 binding
O=C(O)c1cc2nc(C3CC3)cc(C(F)(F)F)n2n1	2.6%
Cn1c(Oc2ccccc2NCc2cccc(Br)c2)cc(=O)n(C)c1=O	-0.8%
CCn1c(=O)n(CC)c2cc(S(N)(=O)=O)ccc21	-7.5%
CCOC(=O)C1=C(C)N=C2SCCC(=O)N2[C@@H]1/C=C/c1ccccc1	-5.3%
CCc1ccccc1NS(=O)(=O)c1ccc(OC)c(OC)c1	-9.0%
NC1=NC2(CCC(c3ccccc3)CC2)n2c(nc3ccccc32)N1 (centres undefined)	-3.6%
CC1=C(C(=O)Nc2ccc(Cl)cc2)C(c2cccs2)n2nnnc2N1 (centres undefined)	-17.8%
CC1CCC(NC(=O)CC(C)(C)Cc2nc3ccccc3c(=O)[nH]2)CC1 (centres undefined)	3.9%
O=C1C2C3C=CC(C4CC34)C2C(=O)N1N=Cc1ccccc1Cl (centres undefined)	-3.8%
COc1ccc(C2CC(=O)C3=C(C2)NC(C)=C(C#N)C3c2ccc(N(C)C)cc2)cc1 (centres undefined)	-16.0%&-0.5%
CCc1ccccc1NC1c2ccccc2C(=O)N1c1cccnc1 (centres undefined)	-9.1%
O=C1NNC(=O)C2C3C=CC(C4CC34)C12 (centres undefined)	4.2%
Cc1nnc(SCC(=O)NCc2cccs2)[nH]c1=O	-12.9%
Cc1c(C(=O)Nc2cccc(C(F)(F)F)c2)oc2ccc(S(=O)(=O)N3CCOCC3)cc12	-4.0%
CC(C)c1cc(C(=O)Nc2cc(Cl)ccc2O)no1	-6.0%
c1cncc(-c2nnc(-c3cccnc3)nn2)c1	-27.5%
CCNC(=O)O/N=C(\C)c1sc(-c2ccccc2)nc1C	3.2%
Fc1ccc(C(c2nnnn2C2CCCC2)N2CCN(Cc3ccccc3)CC2)cc1 (centres undefined)	-12.4%
Oc1ccc(N=Cc2ccc(-c3cccs3)s2)cc1	-7.2%
CC(C)=CCC/C(C)=C/CCC(C)NCCN1CCNCC1 (centres undefined)	-10.6%
O=C(CCCCCC(=O)N(CCO)CCO)N(CCO)CCO	-7.4%
O=C(NCC1CCCO1)c1ccccc1-c1nc(-c2ccccc2)no1 (centres undefined)	-4.2%
Cc1cc(C(c2nnnn2Cc2ccccc2)N2CCOCC2)c(C)n1-c1ccc2c(c1)OCO2 (centres undefined)	-1.6%
O=C(c1ccc(Cl)cc1)N1CCCC(c2ccccc2)=N1	-5.5%
N/C(=N\OC(=O)c1cccc(Br)c1)c1ccccc1	-10.3%
COc1cc(CN2CCC(C(=O)N3CCN(c4ccccc4F)CC3)CC2)cc(OC)c1OC	-25.8%
COc1cc(-c2nn3c(COc4ccccc4)nnc3s2)cc(OC)c1OC	-2.4%
O=[N+]([O-])c1ccc2c(c1)ONC(c1ccc(Cl)cc1)=N2	-9.5%
COc1ccc(C2Nc3ccc(Cl)cc3C(c3ccccc3)O2)cc1 (centres undefined)	-4.2%
O=c1c2ccccc2c(-c2ccc(Br)cc2)nn1Cc1ccccc1	11.4%
O=C(CN1CCN(c2ncccn2)CC1)NCCC1=CCCCC1	-14.2%
COc1ccc(-c2cc(CNC(=O)CCl)on2)cc1	-10.4%
COc1ccc(CC(=O)Nc2ccc(-c3nnc(-c4ccccc4)o3)cc2)cc1	4.9%
Cc1cc(NS(=O)(=O)c2ccc(NC(=O)C(C)Oc3cccc(Cl)c3)cc2)nc(C)n1 (centres undefined)	4.8%
CC(=O)OC(C(=O)NCCc1ccccc1)c1cccnc1 (centres undefined)	-10.8%
O=C(CN1C(=O)c2ccc([N+](=O)[O-])cc2C1=O)Nc1ccc(Br)cc1C(=O)O	3.0%
CN1C(=O)c2ccc(N(C)C)cc2C1=O	-7.3%
c1csc(CCNc2ncnc3sc4c(c23)CCC4)c1	-2.4%
CSCC[C@H](NC(=O)c1nn(C)c(=O)c2ccccc12)c1nc2ccccc2[nH]1	-8.0%
O=C(/C=N/O)NCc1cccnc1	16.5%
C=CCN1C(=O)/C(=C\c2ccc(OC(=O)c3cccc(Br)c3)c(OC)c2)SC1=S	-1.4%
CC(=O)C1=C(NC(=O)c2ccc(F)cc2)CC2C1C2(C)C (centres undefined)	3.8%
O=C(Oc1ccc2cc(Br)ccc2c1)c1cccnc1	-6.0%
CCCC1=NN2C(=N)/C(=C\c3ccc(SCc4ccco4)o3)C(=O)N=C2S1	21.1%
Cc1cccc(C)c1OCC(=O)N/N=C/c1cc2c(cc1[N+](=O)[O-])OCO2	-11.8%
CON1C(=O)C(=O)N(OC)C(C)(C)C1C (centres undefined)	4.0%&-10.7%
Cc1nn(C)c(Oc2cccc(Cl)c2)c1C(=O)Nc1ccc(F)cc1	-22.7%
Cn1c(=O)[nH]c(=O)c2c1nc(Br)n2CC(O)c1ccccc1 (centres undefined)	-15.3%
CC(=O)/C=C1\SC(CC(=O)O)C(=O)N1c1ccccc1 (centres undefined)	-7.9%
Cc1ccc2nc(N3C(=O)C(O)=C(C(=O)c4ccco4)C3c3cccs3)sc2c1 (centres undefined)	1.5%

# (further entries)
Compound	mouse EphA4 binding
CN(CC(=O)Nc1ccc(Cl)cc1)CC(=O)Nc1cc(Cl)ccc1C#N	-5.0%
CC(=O)Nn1c(-c2ccccc2)cc2ccccc21	17.2%
CN(CC(=O)Nn1cnnc1)S(=O)(=O)c1ccc(Br)cc1	-7.6%
CC(C)Oc1ccccc1C1Nc2ccccc2NC2=C1C(=O)CC(c1ccccc1)C2 (centres undefined)	-8.4%
CC(=O)OCC1OC(Sc2cccc3cccnc23)C(OC(C)=O)C(OC(C)=O)C1OC(C)=O (centres undefined)	-8.2%
CCOCCCn1c(SCC(=O)NCc2ccco2)nc2c(sc3ccccc32)c1=O	7.8%
NC(=O)C1(N2CCCCC2)CCN(C(=O)NC2CCCCC2)CC1	1.0%
CC(=O)Nc1ncc2c(n1)CC(c1ccco1)CC2=O (centres undefined)	-4.7%
COCCn1nnnc1C(c1ccc(Cl)cc1)N1CCSCC1 (centres undefined)	-12.0%
COc1cccc(C2=CC(c3ccc(N(C)C)cc3)n3nnnc3N2)c1 (centres undefined)	-5.2%
CN(C)C(=O)COc1ccc2ccc(=O)oc2c1	5.2%
CCC(C)Sc1nnc(Cc2cc(=O)[nH]c(=O)[nH]2)n1-c1ccc(OC)cc1 (centres undefined)	-0.9%
Cc1ccc(/C=N/NC(=O)Cn2cnc3ccccc32)o1	-4.2%
O=C1C2C3C=CC(C3)C2C(=O)N1/N=C/c1ccc(-c2ccc(Cl)c([N+](=O)[O-])c2)o1 (centres undefined)	-7.1%
Cc1cc2nc(SCCN3CCCC3)[nH]c2cc1C	-2.4%
Cn1c2ccccc2c2nnc(SCC(=O)N(c3ccccc3)c3ccccc3)nc21	7.9%
O=C1NCCN1C(=O)C12CC3CC(CC(C3)C1)C2	7.2%
CC(=O)NC1C(=O)N(CCc2ccccc2)c2ccccc21 (centres undefined)	-3.2%
O=c1/c(=C/c2ccccc2OCCOc2ccc([N+](=O)[O-])cc2)sc2nc3ccccc3n12	-6.9%
COc1ccc(NC(=O)C(=O)NCc2ccccc2)cc1Cl	-13.6%
Cc1nc2c(-c3ccc(F)cc3)c(C)nn2c(C)c1CCC(=O)NCCN1CCOCC1	-4.9%
C=CCOc1nc(-c2ccncc2)nc2ccccc12	-28.9%
Cc1ccc(-n2nc(C)c3c(-c4cccs4)c(C#N)c(N)nc32)cc1	5.8%
O=C(CN1C(=O)COc2ccccc21)c1cccc(Cl)c1	-2.8%
COc1ccc(/C=N/Nc2nonc2N)cc1	-0.7%
O=C(CCCn1c(=O)[nH]c2cc(Cl)ccc2c1=O)N1CCN(c2ccc([N+](=O)[O-])cc2)CC1	-0.4%
O=C1C(=O)N(CCCn2ccnc2)C(c2cccnc2)/C1=C(/O)c1ccc(F)cc1 (centres undefined)	-7.9%
O=C(NCCOc1nc(N2CCOCC2)nc(N2CCOCC2)n1)Nc1ccccc1	2.1%
CCC(C)(C)n1nnnc1C(c1cccc(C#N)c1)N1CCN(c2cccc(C)c2C)CC1 (centres undefined)	-6.7%
O=c1c2ccccc2nnn1CSc1nc2sc3c(c2c(=O)n1CC1CCCO1)CCC3 (centres undefined)	0.9%
Cc1cc(C(F)(F)F)c2sc(N)nc2n1	-55.0%
COc1cc(NC(=O)c2cc(Cl)ccc2Cl)ccc1-c1cc2ccccc2oc1=O	-15.5%
Cn1cccc1CC(=O)N/N=C\c1c2ccccc2cc2ccccc12	3.4%
Cc1ccc(-c2c3c(=O)n(C)c(=O)n(C)c3cn2Cc2cccnc2)cc1	-4.6%
COc1ccc(/C=C2\S/C(=N/N=C/c3ccc(OC)cc3)N(c3ccc(O)cc3)C2=O)cc1	-7.7%
CS/C(=N\S(=O)(=O)c1cccs1)NC(=O)CSc1nc2ccccc2s1	15.7%
CCOC(=O)N1CCC(Nc2c(NCCN3CCN(c4cccc(Cl)c4)CC3)c(=O)c2=O)CC1	-1.9%
CC(C)(C)c1ccc(C(=O)Nc2cccc3nsnc23)cc1	15.8%
CCOC(=O)C(=O)NCc1ccc(Cl)cc1	3.7%
CCOc1ccccc1-n1c(SCC(=O)Nc2ccc(CC)cc2)nc2n[nH]c(C)c2c1=N	-16.7%
COc1ccc(N(CC(=O)N2CCOCC2)S(C)(=O)=O)cc1	-4.3%
CCOC(=O)c1c(C)nc2sccn12	0.5%
CC1CCCN(C(=O)CSc2nnc(-c3ccc(S(=O)(=O)N4CCOCC4)cc3)n2C)C1 (centres undefined)	-29.9%
Cc1cc(C)c2nc(N3CCCC(C(=O)N4CCN(c5ncccn5)CC4)C3)sc2c1 (centres undefined)	-6.6%
CCOC(=O)CNC(=O)c1ccccc1	-13.3%
Fc1ccc(-n2c(Cc3ccccc3)nnc2SCc2nc(-c3ccc(Cl)cc3)no2)cc1	-4.9%
O=C(NCCc1ccccn1)C1CC(=O)N(Cc2ccccc2Cl)C1 (centres undefined)	4.2%
O=C(N/N=C\c1ccccc1)c1sccc1-n1cccc1	-3.7%
COC(=O)CN1C(c2ccc(OC)cc2)Nc2ccc(Br)cc2C1c1ccccc1 (centres undefined)	1.2%
COc1cc(NC(=O)c2ccc3c(=O)n(Cc4ccco4)c(=S)[nH]c3c2)cc(OC)c1OC	-6.5%
O=C(c1c(Cl)cccc1Cl)N1CCN(c2ccc([N+](=O)[O-])cc2)CC1	-8.4%
COC(=O)Nc1ccc(C)c2nsnc12	-6.7%
